# Siah-1 displacement: Siah-1 peptide-binding antagonists, primary screen, biochemical, fluorescence polarization, rhodamine-plectin, uHTS (AID 1817) | E3 ubiquitin-protein ligase SIAH1 (Homo sapiens) | Siah-1 / rhodamine-plectin peptide fluorescence polarization; higher % means a stronger effect | displacement, % at 20 µM; hits with a dose series show IC50 in µM | actives 0.02% (n = 290,000);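 active = displacement of at least 50% at 20 µM, with a fluorescence ratio check between 0.3 and a set limit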;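 also: plate controls were Siah plus tracer with DMSO for no effect and tracer alone without Siah for full effect; strong numbers were not always called active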
# AID2073: inhibitors of Mint1-CaV2.2 protein interaction, biochemical, HTRF (AID 2073). Voltage-dependent N-type calcium channel subunit alpha-1B (Homo sapiens). actives 0.19% (n = 290,000). inhibition, % at 20 µM; hits with a dose series show IC50 in µM. HTRF protein-protein interaction, Mint1-CaV2.2; higher % means a stronger effect; in the data active = inhibition mostly above about 51%, no sharp cut-off; inconclusive = no clear call, values can overlap the other calls; inactive = mostly below about 53%; also: some results filed as inactive read as strong as hits
# XIAP displacement: XIAP antagonists, biochemical, IAP family, fluorescence polarization (AID 1018); actives 0.007% (n = 200,000); E3 ubiquitin-protein ligase XIAP (Homo sapiens); XIAP BIR domain, fluorescence polarization peptide displacement; higher % means a stronger effect; one-dose displacement, % at 20 µM; IC50 in µM for titrated hits; in the data active = displacement above about 50%; also: a part of the inactive calls stands beside numbers as strong as those of hits
# ER stress rescue: rescue of cells from ER stress-induced death, primary screen, 384-well, CSM14.1, thapsigargin, ATP luminescence (AID 1222); CSM14.1 thapsigargin-induced death rescue, ATP luminescence; higher % means a stronger effect; cellular ATP content (survival), % at 20 µM, or EC50 in µM where a hit was titrated; 190,000 tested, under 10 active;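 active = EC50 below 50 µM in the dose-response confirmation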;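 also: death triggered by thapsigargin at about 15 µM added after 2 h compound pretreatment; cell ATP read after overnight thapsigargin exposure of roughly 18 to 22 hours; normalized against plate controls of thapsigargin alone and 5% DMSO vehicle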
# Hep lipid drop: inhibitors of hepatocyte lipid droplet formation, primary screen, imaging, high-throughput imaging, BODIPY stain; AID 1656, 2009; inhibition, % at 6.5 µM; actives 0.4% (n = 240,000); AML12 mouse hepatocytes, oleate lipid droplets;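 active = lipid droplet intensity inhibited by at least 50%, with more than 500 cells counted; inconclusive = wells with under 300 cells, treated as cytotoxic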
#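 Technique: fluorescence imaging, 20x objective, two fields per well / Assay system: AML12 hepatocytes (mouse) / Measure: % inhibition of lipid droplet signal / Doses: 6.5 µM single-point dosing / Incubation: overnight exposure / Reagent: 100 µM oleic acid challenge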
# P. falciparum M17LAP: P. falciparum M17LAP inhibitors, primary screen, biochemical, fluorogenic H-Leu-NHMec substrate, 1536-well (AID 1619). Leucine aminopeptidase (Plasmodium falciparum (isolate 3D7)). recombinant M17LAP, H-Leu-NHMec fluorogenic kinetic assay; higher % means a stronger effect. inhibition, % at 30 µM, or IC50 in µM where a hit was titrated. actives 0.38% (n = 220,000);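 active = compound inhibiting the enzyme by more than half at any dose during confirmatory dose-response retesting; inconclusive = strong single-dose inhibitors picked by rank but not retested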;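 also: plate controls were full reaction with DMSO carrier for no effect and no enzyme background for full effect; strong numbers were not always called active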
# P. falciparum M1AAP: P. falciparum M1AAP inhibitors, biochemical, fluorogenic H-Leu-NHMec substrate, 1536-well (AID 1445). inhibition, % at 30 µM, or IC50 in µM where a hit was titrated. actives 0.42% (n = 220,000). recombinant M1AAP, H-Leu-NHMec fluorogenic kinetic assay; higher % means a stronger effect. Aminopeptidase N (Plasmodium falciparum (isolate 3D7));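 active = primary inhibition above the hit cutoff, then over 50% inhibition at one or more dose response concentrations, cut at about 23% in these data, passing the limit was not always enough; inconclusive = conflicting primary data, or primary hits not chosen for dose response; inactive = low primary inhibition, or under 50% at every dose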;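 also: plate controls were DMSO full reaction for no effect and no enzyme background for full effect; strong numbers were not always called active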
# LYP inhibition: inhibitors of LYP phosphatase, biochemical, fluorescence intensity, uHTS (AID 1779). actives 0.054% (n = 290,000). recombinant LYP phosphatase, fluorescence intensity; higher % means a stronger effect. inhibition, % at 11.5 µM, or IC50 in µM where a hit was titrated;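 also: plate controls were vehicle with enzyme for no effect and no enzyme for full effect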
# HEK293 NOD2/NF-kB: NOD2 signaling inhibitors, cell-based, luminescence, uHTS, HEK293 (AID 1566); actives 0.63% (n = 290,000); one-dose inhibition, % at 4 µM; EC50 in µM for titrated hits; HEK293 NOD2/NF-kB luciferase reporter, luminescence; higher % means a stronger effect; also: many of its hits are not listed in these tables
# Hep lipid drop cells 6.5 µM: second read-out of Hep lipid drop, no call of its own (marks repeat the call); cell count; measured here: cell count, cytotoxicity flag;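 cells counted across two imaged fields per well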
# Starred values were filed as active, the others as inactive; u = inconclusive; x = no result given; & = joins results of further samples. Rule as the data show it, unless noted: active = inhibition above about 50%; inactive = the rest. The list is partial (hit frequency here may not be typical).
SMILES,Siah-1 displacement,AID2073,XIAP displacement,ER stress rescue,Hep lipid drop,Hep lipid drop cells 6.5 µM,P. falciparum M17LAP,P. falciparum M1AAP,LYP inhibition,HEK293 NOD2/NF-kB
CCCCCCNc1nc(OC)nc(N2CC3CC(C2)c2cccc(=O)n2C3)n1 (stereo not drawn),9%,-4%,-6.0%,0.6%,-5,671,25%,3%,-2%,11%
CO[C@H]1[C@@H](OC)CC(OC2OC(CO)C(O)C(O)C2O)/C(=C\C#N)[C@@H]1O (stereo partly drawn),-4%,-11%,-7.3%,-0.4%,2,658,-6%,11%,-9%,11%
CCCCOCCCn1c(N)c(C(=O)OCCOC)c2nc3ccccc3nc21,-4%,18%,1.7%,-2.3%,x,x,-233%,19%,-18%,15%
CC(C)=CCSc1nnc([C@@H](N)Cc2c[nH]c3ccccc23)o1,0%,-5%,1.1%,x,-3,639,2%,5%,-3%,11%
CCOc1ccc(N=Cc2c(O)n(-c3cc(C)cc(C)c3)c(=O)[nH]c2=O)cc1,-1%,-1%,x,x,1,740,-1%,4%,-5%,-7%
COc1ccc(-n2cnc3cc(C(=O)N4CCC5(CC4)OCCO5)ccc32)cc1,2%,-7%,-2.4%,-6.6%,-16,710,0%,1%,-4%,9%
CCOC(=O)CN1C(=O)C2(C(C#N)=C(N)Oc3ccccc32)C(C(=O)OC)=C1C (stereo not drawn),5%,u,-4.3%,-1.5%,-2,767,-3%,7%,-6%,4%
Cc1ccc(OCCSC2=NN2c2cc(C)nc(N)n2)cc1,-6%,1%,-2.9%,0.0%,-4,758,35%,12%,-7%,6%
O=C(c1cc2ccccn2n1)N1CCC2(CC1)OCCO2,-2%,3%,-11%,-0.8%,x,x,16%,4%,-4%,6%
COc1cccc(-n2c(=S)[nH]c3ccccc3c2=O)c1,2%,6%,-10%,0.1%,14,745,-27%,-1%,-4%,19%
c1ccc2c3c([nH]c2c1)C1(CCNCC1)NCC3,7%,5%,x,x,8,694,2%,7%,-7%,16%
CCOc1ccccc1OCC(=O)Nc1ccc(Cl)cc1C(=O)c1ccccc1,0%,5%,-2.3%,1.7%,-34,561,-4%,3%,0%,0%
O=c1[nH]c(=O)n(Cc2ccccc2Cl)c(O)c1/C=C1/C=CC=N1,-3%,12%,-0.5%,-1.8%,2,684,5%,0%,-7%,-16%
COc1ccccc1/C=C1/C(=N/O)C2CCN1CC2,-5%,1%,0.0%,1.6%,x,x,3%,5%,-8%,4%
Clc1ccc(OCC#CCN2CCCC2)cc1,0%,-4%,1.2%,-1.5%,-4,701,-5%,6%,-5%,-8%
CN1C(=O)CN=C(c2ccccc2)c2cc(Cl)ccc21,-6%,5%,-3.3%,-1.4%,18,739,2%,-5%,-2%,17%
CCOC(=O)c1c(C)n(Cc2ccc3c(c2)OCO3)c2ccc(O)cc12,-1%,6%,-4.2%,2.4%,-31,787,5%,1%,-2%,-30%
CNP(=S)(NC)OCCOc1ccc(OC)cc1,-2%,11%,-4.8%,-0.8%,x,x,-7%,4%,-10%,1%
Nc1ccc(CCN2CCCC2)cc1,-1%,0%,x,x,11,830,x,x,-10%,-3%
CCN(CC)c1ccc(N=Cc2c(O)n(Cc3ccccc3)c(=O)[nH]c2=O)cc1,-8%&27%,-5%&4%,-2.8%&0.3%,-2.7%&-0.3%,18,757,-9%&9%,2%&5%,2%&-7%,11%&14%

# The closing 5 entries of the part above open the next one.
SMILES,Siah-1 displacement,AID2073,XIAP displacement,ER stress rescue,Hep lipid drop,Hep lipid drop cells 6.5 µM,P. falciparum M17LAP,P. falciparum M1AAP,LYP inhibition,HEK293 NOD2/NF-kB
CN1C(=O)CN=C(c2ccccc2)c2cc(Cl)ccc21,-6%,5%,-3.3%,-1.4%,18,739,2%,-5%,-2%,17%
CCOC(=O)c1c(C)n(Cc2ccc3c(c2)OCO3)c2ccc(O)cc12,-1%,6%,-4.2%,2.4%,-31,787,5%,1%,-2%,-30%
CNP(=S)(NC)OCCOc1ccc(OC)cc1,-2%,11%,-4.8%,-0.8%,x,x,-7%,4%,-10%,1%
Nc1ccc(CCN2CCCC2)cc1,-1%,0%,x,x,11,830,x,x,-10%,-3%
CCN(CC)c1ccc(N=Cc2c(O)n(Cc3ccccc3)c(=O)[nH]c2=O)cc1,-8%&27%,-5%&4%,-2.8%&0.3%,-2.7%&-0.3%,18,757,-9%&9%,2%&5%,2%&-7%,11%&14%
CNC(C(=O)c1ccccc1)C(OC(C)=O)c1cccc([N+](=O)[O-])c1 (stereo not drawn),16%,4%,x,x,-2,688,11%,-2%,-5%,12%
O=P(O)(O)/C=C(\Cl)c1ccccc1,12%,-1%,-4.4%,-4.7%,0,786,40%,-1%,-2%,8%
O=C(c1cc2ccccc2oc1=O)N1CCC2(CC1)OCCO2,-4%,1%,-13%,-2.4%,17,621,5%,5%,0%,6%
CC(Cc1ccccc1)[n+]1cc(/N=C(\N)[O-])on1 (stereo not drawn),-2%,-3%,0.7%,-1.1%,x,x,9%,5%,-10%,13%
CCSc1nnc([C@@H](N)Cc2c[nH]c3ccccc23)o1,1%,8%,-3.0%,-0.9%,x,x,2%,3%,-10%,29%
O=Cc1cn(Cc2ccccc2F)c2ccccc12,-4%,-9%,-11%,-2.3%,7,752,-7%,9%,-6%,40%

# Assay outcomes deposited in PubChem BioAssay by several laboratories.
